MCF10A rerep: inducers of DNA re-replication in MCF 10A breast cells | MCF 10A DNA re-replication, Hoechst nuclear intensity, 48 h | Potency, µM (doses to about 46.1 µM), for the others: at the top dose activity, positive = re-replication, hits mostly activators | actives 2.9% (n = 350,000); note: potency is the fitted concentration of half-maximal effect; % of control where 0% means no effect; nearly all actives have a fitted effect of over 50% in size
KB-3-1 tox: KB-3-1 parental cell cytotoxicity; KB-3-1 viability, CellTiter-Glo ATP luminescence, 72 h; Potency, µM (top dose mostly 46.1 µM), for inactives: top-dose activity change, negative = cytotoxic, actives largely listed as cytotoxic; actives 1.4% (n = 400,000); note: potency is the fitted concentration of half-maximal effect; % is set by controls: 0 for no effect and ±100 for the full control effect; nearly all actives have a fitted effect of over 60% in size
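Luminescent ATP read-out (CellTiter-Glo) measures survival of drug-naive KB-3-1 cells after 72 h compound exposure at 37 °C. Titration series was screened from lowest to highest concentration, with DMSO vehicle plates as background controls.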
SW480 rereplic: induces DNA re-replication in SW480 colon adenocarcinoma cells; SW480 DNA re-replication, Hoechst DNA content imaging, 48 h; Potency, µM (doses to about 46.1 µM), without a hit: top-dose re-replication activation, most hits filed as activators; actives 1.8% (n = 340,000); note: potency is the fitted concentration of half-maximal effect; % of control where 0% means no effect; nearly all actives have a fitted effect of over 55% in size
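Readout is total intensity of Hoechst-stained nuclei, excited at 405 nm and collected at 500-530 nm. Compound treatment lasted 48 hr at 37 C in 5% CO2 before staining.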
HT1080NT lethal: kills 2HG-producing HT-1080-NT fibrosarcoma cells; HT-1080-NT fibrosarcoma viability, CellTiter-Glo ATP luminescence, 48 h; Potency, µM (series often up to 46.1 µM), for inactives: top-dose activity, negative = less viability, usual class: cytotoxic; actives 1.6% (n = 360,000); AID 686970;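 note: NT is the 2HG producing partner of a matched IDH1 knockdown line; potency is the fitted concentration of half-maximal effect; 0% = DMSO-treated cells and -100% = media-only wells without cells; nearly all actives have a fitted effect of over 55% in size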
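Compounds were tested in concentration-response format on HT-1080-NT cells for 48 hours at 37 degrees C. Cell viability came from CellTiter-Glo luminescence; curves were classified by r2, response magnitude and activity.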
HT1080 IDH1KD tx: toxicity to HT-1080 IDH1 knockdown cells (counter line); HT-1080 IDH1 knockdown viability, ATP luminescence, 48 h; Potency, µM (titrated, usually from 46.1 µM), inactives show at the highest dose activity, negative = toxicity, actives largely listed as cytotoxic; actives 2% (n = 360,000); AID 686971;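 note: potency is the fitted concentration of half-maximal effect; 0% = DMSO wells and -100% = cell-free medium wells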
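After a 2 h attachment period, IDH1KD HT-1080 cells took pin-transferred compound for 48 h at 37 °C; ATP-based luminescence after 10 min room-temperature reagent incubation reported viability.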
DRD3 agonist: D3 dopamine receptor (human) agonism; P35462; actives 0.58% (n = 410,000); AID 652048; D3R DiscoveRx beta-arrestin cells, luminescence, 90 min; max activation, %; in the data active = max activation above about 30%; note: 0% is about no effect; mostly tested at two doses, the higher about 12 µM
Target sequence (P35462 whole entry, looked up): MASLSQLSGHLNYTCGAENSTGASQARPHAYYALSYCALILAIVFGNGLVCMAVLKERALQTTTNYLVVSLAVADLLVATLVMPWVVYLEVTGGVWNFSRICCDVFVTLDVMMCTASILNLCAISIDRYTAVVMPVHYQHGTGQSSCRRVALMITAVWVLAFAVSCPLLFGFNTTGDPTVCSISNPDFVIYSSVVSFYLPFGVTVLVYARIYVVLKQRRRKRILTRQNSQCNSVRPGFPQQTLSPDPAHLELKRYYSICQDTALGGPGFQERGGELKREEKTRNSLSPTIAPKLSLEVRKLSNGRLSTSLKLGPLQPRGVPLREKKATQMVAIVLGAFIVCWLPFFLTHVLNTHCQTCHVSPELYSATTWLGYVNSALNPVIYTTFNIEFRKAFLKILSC
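Agonist-mode cell screen: cells plated at 1500/well and incubated overnight at 37 °C, then exposed to library compounds for 90 min at 37 °C. Detection reagent was added for 30–60 min at room temperature, and luminescence was read.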
KB-V1 cytotox: KB-V1 MDR subline cytotoxicity; actives 3.4% (n = 400,000); Potency, µM (top dose mostly 46.1 µM), inactives show at the top dose activity change, negative = cytotoxicity, actives largely listed as cytotoxic; KB-V1 MDR cells viability, CellTiter-Glo, 72 h; AID 1347076; note: potency is the fitted concentration of half-maximal effect; % is set by controls: 0 for no effect and ±100 for the full control effect; nearly all actives have a fitted effect of over 60% in size
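Drug-selected KB-V1 cells, grown in DMEM lacking phenol red with 10% FBS, receive compound titrations; after three days at 37 degrees C, surviving cell ATP is quantified by CellTiter-Glo luminescence and responses normalized and curve-fitted.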
HEK293 tox: cytotoxic in the GLP-1 receptor inverse agonist counter-screen. HEK293 cAMP-luciferase reporter cells, luminescence, 24 h. Potency, µM (series often up to 38.3 µM), without a hit: at the top dose activity change, negative = inhibition, actives largely listed as inhibitors. actives 0.13% (n = 410,000). AID 624418;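 note: loss of luciferase light is scored as toxicity; potency is the fitted concentration of half-maximal effect; % is set by controls: 0 for no effect and ±100 for the full control effect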
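To flag toxic compounds, the library was rerun on cells for 24 hr at 37 deg C and 5% CO2. Viability-linked luminescence was captured 12 min after adding luciferase detection reagent.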
IL-1B inflam inh: inflammasome signaling inhibition, IL-1 beta readout; THP-1 LPS/ATP IL-1B secretion, AlphaLISA, 16 h; stronger effect = lower value; activity change, % at 57.5 µM; actives 4.7% (n = 360,000); AID 743279; in the data active = activity change below about -50%; inconclusive = mostly about -30% to -49%; note: % is set by controls: 0 for no effect and ±100 for the full control effect
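Secreted IL-1B measured by AlphaLISA bead assay after 16 h compound exposure of THP-1 cells; compounds (final up to 57.5 uM) added 1 h before LPS (250 ng/mL) and ATP (1.25 mM) stimulation; lower signal means less secretion.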
* hit, by the source's call; i = inactive; ? = inconclusive; · = no result given; & = joins results of further samples; [ ] = dose if it differs, or a comment. Unless noted, calls come from the whole dose curve; as a rule, active = well fitted curve in the direction sought with a large enough effect; inconclusive = small, poorly fitted or top-dose-only effect, or another doubt; inactive = no such curve, though single readings can be large; an effect the other way counts as inactive or inconclusive. This is a random part of the collection; about 11% have a hit in one of these screens.

Screens in order – MCF10A rerep	KB-3-1 tox	SW480 rereplic	HT1080NT lethal	HT1080 IDH1KD tx	DRD3 agonist	KB-V1 cytotox	HEK293 tox	IL-1B inflam inh
1	COc1ccc(OC)c(/C=N/NC(=O)CNC(=O)c2ccc(S(=O)(=O)N3CCOCC3)cc2)c1
    0%	2%	-10%	15%	15%	1	4%	1%	16
2	CC1=C(C)CC(C(=O)N2CCN(Cc3ccc4c(c3)OCO4)CC2)C(C(=O)O)C1 (stereo not given)
    -9%	?	-7%	26%	8%	-6	27%	-3%	-11
3	COC(=O)c1ccc2nc(C(F)(F)F)[nH]c2c1
    -3%	-1%	3%[9.22 µM]	1%	-6%	-2	3%	-1%	42
4	CCOc1ccc(CCNC(=O)CN2C(=O)NC(CCSC)C2=O)cc1OCC (stereo not given)
    -1%	1%	-2%	2%	4%	2	6%	-24%	9
5	OC(COc1ccccc1)CN1CCC(Cc2ccccc2)CC1 (stereo not given)
    ?	-7%	2%[9.22 µM]	-9%	-10%	-35	-18%	?	-72*
6	CCOC(=O)c1ccc(NC(=O)CCOc2ccc(C)cc2)cc1
    0%	10%	7%	7%	1%	1	?	4%	52
7	Clc1ccc(CN2C3=NCCN3c3ccccc32)cc1Cl
    10%	-4%	?	?	?	-8	21µM*	?	·
8	COc1ccc2ccccc2c1CN1CCN(Cc2ccccc2)CC1
    2%	3%	7%	?	?	-30	-20%	-19%	0
9	CCN(CC)CCCN1C(=O)C(O)=C(C(=O)c2ccco2)C1c1ccc(C)o1 (stereo not given)
    -1%	2%	-3%	17%	1%	3	25%	3%	27
10	COc1ccccc1NC(=O)c1cc(=O)[nH]c2ccccc12
    7%	8%	1%[9.22 µM]	1%	-12%	7	7%	-3%	8
11	O=C(N/N=C/C=C/c1cccc([N+](=O)[O-])c1)C(O)c1ccccc1 (stereo not given)
    -1%	3%	-6%	2%	-1%	-7	-1%	1%	-6
12	Cc1cc2n(n1)SC(Nc1ccc(F)cc1)N2 (stereo not given)
    24%	-10%	?	-1%	1%	2	-16%	?	?
13	N#CC1(NC(=O)CSc2nc3ccccc3o2)CCCCC1
    2%	-7%	?	-1%	-4%	3	0%	8%	-13
14	COc1ccc(C(=O)N2CCCCC2c2cc(C(=O)Nc3cccc(C#N)c3)no2)cc1 (stereo not given)
    ·	0%	·	11%	0%	6	5%	-13%	-12
15	CCCOc1ccc(Cn2c(=O)oc3ccc(C)cc32)cc1
    13%	-2%	-1%	8%	3%	6	10%	5%	12
16	CCC(C)Sc1ccc([C@@H]2[C@@H]3C(=O)N(C)C(=O)[C@@H]3[C@]3(C(=O)OC)CCCCN23)cc1 (stereo not given in full)
    -40%[inhibitor]	-4%	-3%	2%	4%	-9	-12%	1%	-24
17	O=[N+]([O-])c1ccc(O)c(C=NNc2ccc(S(=O)(=O)O)cc2)c1
    -1%	-2%	-10%	3%	-2%	-7	-20%	-34%	0
18	O=C(CCC(=O)N1CCN(S(=O)(=O)c2ccc([N+](=O)[O-])cc2)CC1)N1CCOCC1
    19%	13%	-1%	3%	11%	-7	14%	-9%	14
19	CCCC(=O)Nc1nnc(SCC(=O)Nc2nc(C)cs2)s1
    -4%	11%	-7%	16%	17%	9	4%	7%	i
20	Cc1nc(-c2nc(-c3c(C(=O)NNC(=O)Nc4cccc(Cl)c4)noc3C)cs2)cs1
    9%	-3%	-7%	-28%	-20%	5	12%	19%	-12
21	COc1ccc(CCNC(=O)c2ccccc2C(=O)NCCc2ccc(OC)cc2)cc1
    0%	0%	5%	-2%	0%	-7	-14%	17%	4
22	Cc1nnc2c3ccccc3nc(N3CCN(c4cccc(Cl)c4)CC3)n12
    ·	-7%	·	·	·	10	?	-7%	·
23	Cc1ccc(NC(=O)CSc2nccn2Cc2ccco2)c(C)c1
    -1%	7%	-2%	4%	0%	1	-5%	-8%	-3
24	Nc1nc(C(F)(F)F)cc(=O)[nH]1
    1%	3%	-7%	-2%	3%	-2	?	-3%	-12
25	COc1cccc(C(=O)C2CN(c3ccccc3)CC2c2ccc(Cl)cc2)c1 (stereo not given)
    26%	-8%	?	-11%	?	-9	16µM*	38%[activator]	?
26	O=C(Nc1nccs1)c1c(O)c2c([nH]c1=O)CCCC2
    0%	-3%	-3%	1%	11%	-1	-10%	2%	34
27	O=C(COC(=O)/C=C/c1ccccc1)NCc1ccco1
    ·	7%	·	-5%	3%	-5	-9%	0%	38
28	Cc1ccc(C(=O)Nc2ccc(N3CCN(C(=O)c4cccs4)CC3)cc2)c(Cl)c1
    ?	?	-12%	?	-22%	23	?	?	-65*
29	CC1CCCCN1C(=O)C12CCC(C)(/C(=N/O)C1)C2(C)C (stereo not given)
    1%	-1%	-21%	0%	0%	2	0%	-20%	32
30	CCc1cccc(NC(=O)CN(C)S(=O)(=O)c2ccc3c(c2)CCCN3C(C)=O)c1
    ·	-25%	·	·	·	7	-2%	-17%	·

Compound profiles, as listed above. Values in the order: MCF10A rerep	KB-3-1 tox	SW480 rereplic	HT1080NT lethal	HT1080 IDH1KD tx	DRD3 agonist	KB-V1 cytotox	HEK293 tox	IL-1B inflam inh
Entry for CC1CCCCN1C(=O)C12CCC(C)(/C(=N/O)C1)C2(C)C (stereo not given) = 1%	-1%	-21%	0%	0%	2	0%	-20%	32
Entry for CCCOc1ccc(Cn2c(=O)oc3ccc(C)cc32)cc1 = 13%	-2%	-1%	8%	3%	6	10%	5%	12
Entry for COc1ccccc1NC(=O)c1cc(=O)[nH]c2ccccc12 = 7%	8%	1%[9.22 µM]	1%	-12%	7	7%	-3%	8

(further entries)
Screens in order – MCF10A rerep	KB-3-1 tox	SW480 rereplic	HT1080NT lethal	HT1080 IDH1KD tx	DRD3 agonist	KB-V1 cytotox	HEK293 tox	IL-1B inflam inh
31	COc1ccc(SCC(=O)Nc2ccc(N3CCN(C)CC3)c(F)c2)cc1
    ?	-2%	-2%	-16%	-13%	-15	-23%	16%	33
32	Cc1cccc(/C(N)=N/OC(=O)c2cccs2)c1
    1%	-3%	-1%	8%	2%	-1	3%	?	22
33	Cc1csc2nc(CNC(=O)CCC(=O)O)cn12
    3%	31%	-2%	-7%	11%	0	18%	12%	13
34	Cc1ccc(C2=Nc3c(ccc4ccccc34)C(c3ccncc3)=NN2)cc1
    ?	0%	18µM*	?	?	12	-16%	-29%	36
35	CCN(CC)C(=O)C1CCCN(C/C=C/c2ccccc2)C1 (stereo not given)
    -10%	-15%	-17%	1%	-2%	-24	4%	5%	0
36	Cn1ncc(Cl)c1C(=O)Nc1ccc(CN2CCCCC2)cc1
    2%	-3%	1%	1%	1%	-21	-3%	-15%	8
37	CC1(C)NC(=O)N(CCCOc2ccc3c(c2)CCC3)C1=O
    3%	0%	4%	4%	-26%	1	-5%	-3%	-2
38	Cc1ccccc1C(=O)/C=C1/SCC(=O)N1C
    -2%	1%	-15%	2%	6%	4	11%	-5%	-29
39	CC(=O)c1ccc(-c2cccc3nccn23)cc1
    ·	0%	·	13%	4%	5	6%	3%	22
40	CCN1CCN(c2cc(C)c3cc(NC(=S)N4CCOCC4)ccc3n2)CC1
    ?	-14%	16µM*	-1%	0%	-19	0%	?	-11
41	Cc1ccc(C(=O)Nc2ccccc2C(=O)N2CCOCC2)cc1[N+](=O)[O-]
    1%	4%	1%	17%	?	5	-20%	11%	14
42	O=C1N[C@@H](c2ccccc2)COC(=O)[C@@H](Cc2ccc(F)cc2)C/C=C\C[C@@H]1CC(=O)N(CCO)Cc1ccccc1
    12%	?	?	-12%	-3%	-8	0%	-7%	-18
43	COc1ccc(CC(=O)NCCCSc2ccccc2)cc1OC
    6%	8%	19%	0%	-2%	-1	-8%	-9%	38
44	COc1n[nH]c(C(=O)Nc2cc(Cl)ccc2Cl)c1[N+](=O)[O-]
    -1%	1%	?	-27%	-17%	1	?	-2%	101
45	CCOc1ccc(NC(=O)c2cc(OC)nc3ccccc23)cc1
    23µM*	1.2µM*	?	0.46µM*	0.46µM*	-5	?	?	50
46	NS(=O)(=O)c1ccc(CCNCc2ccccc2OCc2ccc(F)cc2)cc1
    -2%	-11%	-2%	?	?	-22	-2%	?	-90*
47	CCOC(=O)c1[nH]c2ccccc2c1NC(=O)c1c(F)cccc1F
    ·	5%	·	·	·	-8	2%	0%	·
48	Cc1ccc(S(=O)(=O)NCCC(=O)NCCc2ccc(S(N)(=O)=O)cc2)cc1C
    0%	-21%	3%	-5%	0%	-7	0%	3%	-2
49	CCCCCCCCS(=O)C1CS(=O)(=O)CC1O (stereo not given)
    4%	6%	16%	12%	1%	9	2%	-8%	-3
50	CCOc1ccccc1-n1c(C)nc2cc(C(=O)O)ccc21
    2%	?	-3%	-2%	-8%	-1&-7	-13%&0%	2%&5%	-11
51	COc1ccc(N2CCOCC2)c(NC(=O)c2cccc3ccccc23)c1
    1%	0%	0%	-3%	0%	7	7%	-3%	-18
52	Cc1cccn2cc(CCNC(=O)Cc3cccs3)nc12
    3%	8%	-9%	13%	13%	4	?	-6%	-74*
53	CCOC(=O)c1c(C2COc3ccccc3O2)csc1N (stereo not given)
    ?	0%	21%	?	?	-1	-12%	13%	0
54	COC(=O)C(CC(=O)c1ccc(Cl)cc1)c1ccccc1 (stereo not given)
    0%	9%	?	2%	-2%	-20	?	8%	-5
55	Cc1cc(C)cc(N=c2c([N+](=O)[O-])nn(-c3cccc(Cl)c3)n2O)c1
    11%	-10%	8%	-8%	?	-2	0%	-14%	-1
56	Cc1ccc(-c2nc(C)c(CCNS(=O)(=O)c3ccccc3F)s2)cc1
    ·	?	·	·	·	-1	?	2%	·
57	CCOc1ccc2c(c1)[nH]c(=S)n2C
    4%	-5%	-17%	9%	-15%	5	-6%	-9%	-13
58	COC(=O)c1cc(NC(=O)CC2NCCNC2=O)cc(C(=O)OC)c1 (stereo not given)
    ?	7%	-3%	16%	7%	2	12%	-1%	4
